Assay outcomes: PubChem BioAssay, The Scripps Research Institute Molecular Screening Center
TEAD-YAP inh – TEAD-YAP interaction inhibition, primary screen, TEAD-YAP interaction inhibitor project, luminescence, HEK-TIYL cells | TEAD-Gal4/YAP UAS-luciferase luminescence | inhibition, % at 9.12 µM | hit rate 1.4% among 640,000; in the data active = inhibition above about 32%;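 note: 0% = median of test compound wells and 100% = reference inhibitor wells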
MITF inh – MITF inhibitors, primary screen, biochemical, AlphaScreen, human; Microphthalmia-associated transcription factor (Homo sapiens), O75030; inhibition, % at 2.6 µM; hit rate 0.91% among 650,000; AlphaScreen MITF homodimerization, bead proximity signal; in the data active = inhibition above about 50%;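 note: 0% = vehicle wells with protein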
Target sequence (O75030 whole entry, looked up): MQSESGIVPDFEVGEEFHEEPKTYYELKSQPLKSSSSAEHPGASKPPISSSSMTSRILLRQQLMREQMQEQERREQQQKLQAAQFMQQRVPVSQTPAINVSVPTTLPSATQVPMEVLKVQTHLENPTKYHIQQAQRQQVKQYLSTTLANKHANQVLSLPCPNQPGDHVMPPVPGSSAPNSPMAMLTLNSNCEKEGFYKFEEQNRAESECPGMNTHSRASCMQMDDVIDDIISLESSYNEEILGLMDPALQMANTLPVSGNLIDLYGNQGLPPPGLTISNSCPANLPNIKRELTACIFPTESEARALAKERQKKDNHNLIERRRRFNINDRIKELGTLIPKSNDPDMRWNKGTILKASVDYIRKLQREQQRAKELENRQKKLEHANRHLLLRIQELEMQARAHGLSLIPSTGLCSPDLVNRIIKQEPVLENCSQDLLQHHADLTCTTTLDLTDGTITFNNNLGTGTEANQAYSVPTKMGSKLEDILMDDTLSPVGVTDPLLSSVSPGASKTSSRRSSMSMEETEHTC
GPR151 activ – activators of human GPR151, primary screen, cell-based, PathHunter beta-arrestin, luminescence | G-protein coupled receptor 151 (Homo sapiens), Q8TDV0 | PathHunter beta-arrestin GPR151 cells | activation, % at 11.2 µM | hit rate 1% among 650,000 | AID 1508602, 2020; in the data active = activation above about 4.9%;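 note: 0% = median of compound wells and 100% = cells with positive control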
Target sequence (Q8TDV0 whole entry, looked up): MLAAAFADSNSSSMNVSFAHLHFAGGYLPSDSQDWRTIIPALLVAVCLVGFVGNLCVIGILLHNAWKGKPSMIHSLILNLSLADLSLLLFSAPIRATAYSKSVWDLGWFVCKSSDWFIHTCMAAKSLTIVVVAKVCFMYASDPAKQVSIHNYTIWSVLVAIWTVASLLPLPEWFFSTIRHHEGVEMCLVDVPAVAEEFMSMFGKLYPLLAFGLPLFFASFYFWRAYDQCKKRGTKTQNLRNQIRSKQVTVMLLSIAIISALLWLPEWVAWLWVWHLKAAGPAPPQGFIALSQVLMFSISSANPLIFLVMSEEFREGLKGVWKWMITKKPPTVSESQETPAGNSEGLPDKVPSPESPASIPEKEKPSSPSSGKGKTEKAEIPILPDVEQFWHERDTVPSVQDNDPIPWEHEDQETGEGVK
FBW7 act – FBW7 E3 ligase activators, primary screen, biochemical, AlphaScreen, human. F-box/WD repeat-containing protein 7 (Homo sapiens), Q969H0. AlphaScreen FBW7–phospho-cyclin E peptide binding, activator screen. normalized activity (activation), % at 26.1 µM. hit rate 0.13% among 650,000. AID 1259310, 2017; in the data active = normalized activity above about 1.9%;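 note: purified mutant Fbw7 with reduced substrate affinity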
* hit, by the source's call; . = no result given; & = joins results of further samples.

Under each structure: TEAD-YAP inh	MITF inh	GPR151 activ	FBW7 act
- Nc1c(-c2ccccc2)c2cc(Br)ccc2[nH]c1=O
  -9	6	-2.3	0.6
- COc1ccc(C(=O)CC(=O)Nc2ccc([N+](=O)[O-])cc2)cc1
  2	11	1.8	-0.1
- O=C(c1ccc(OC2CCN(Cc3ccccn3)CC2)cc1)N1CCc2ccccc2C1
  -2	0	3.7	-0.1
- Cc1nc(SCC(=O)Nc2c(Cl)cccc2Cl)c2c3c(sc2n1)CCC3
  -5	4	-0.1	0.1
- CC(NS(=O)(=O)c1ccc(S(=O)(=O)NCc2ccccc2)cc1)c1cccs1 (stereo not given)
  2	22	-0.3	-0.3
- C[C@@H](c1ccccc1)n1c(=O)[nH]c2ncc(-c3ccc(C(=O)N4CCN(C)CC4)cc3)nc21
  10	6	-0.8	-0.3
- C=CCNC(=O)C1CCN(c2nc3ccc(CC)cc3s2)CC1
  22	1	-1.8	-0.1
- COc1ccc(Cl)cc1N(CC(=O)Nc1ccccc1SC)S(C)(=O)=O
  1	-2	-0.4	0.0
- CN1CCN(C2=NC(C(=O)Nc3ccccc3)CC(=O)N2)CC1 (stereo not given)
  12	8	-0.4	-0.3
- O=c1[nH]c2ncc(-c3ccoc3)nc2n1CCCN1CCOCC1
  8	16	-0.1	0.2
- CC(C)c1ccc(-c2nc(N3CCCC3)nc3n[nH]c(N)c23)cc1
  0	3	-1.3	0.1
- Cc1nn(-c2ccccc2)c2sc(C(=O)NCc3cccnc3)cc12
  7	-2	-0.6	-0.2
- Cn1ncc(N=Cc2c(O)ccc3ccccc23)c1C(=O)Nc1ccccc1
  2	-2	0.5	0.1
- Cc1ccc(OC(=O)c2ccc(Oc3ccc([N+](=O)[O-])cc3)cc2)c(-n2nc3ccccc3n2)c1
  -1	2	-0.6	0.0
- O=C(CSCC(=O)N1CCCCC1)Nc1nc(-c2cccs2)cs1
  -5	10	-1.0	0.3
- Cc1cccc(C(=O)OCC(=O)c2ccc([N+](=O)[O-])cc2)c1
  -2	8	-0.9	-0.1
- NC(=O)NNC1CC(=O)N(c2ccc(F)cc2)C1=O (stereo not given)
  2	17	1.5	0.3
- COc1ccc2oc(=O)c(C(=O)Nc3ccc(CC(=O)O)cc3)cc2c1
  -3	-10	-1.1	-0.2
- CCOC(=O)c1ccc(-n2c(=S)sc3c(=O)n(Cc4ccc5c(c4)OCO5)c(SC)nc32)cc1
  -2	-1	0.4	-0.1
- Cc1ccc(-c2ncn(-c3ccc(Nc4cc5cc(-c6cnn(C)c6)ccc5cn4)cc3)n2)cn1
  4	0	0.8	0.0
- CC(=O)Nc1ccc(NC(=O)COC(=O)c2ccc3c(c2)nc(C)n3-c2ccccc2)cc1
  2	0	11*	-0.1
- O=C(CN1C(=O)NC2(CCc3ccccc32)C1=O)Nc1cc(F)ccc1F (stereo not given)
  11	11	2.0	-0.1
- NC(=O)c1ccccc1NS(=O)(=O)c1ccc2c(c1)CCC2
  0	-3	-1.0	0.0
- CCC(Sc1ccccc1)C(=O)Nc1nnc(-c2ccccc2C)s1 (stereo not given)
  8	0	0.3	-0.1
- Cc1nc2sc(-c3ccccc3)cc2c(=O)o1
  41*	2	-0.6	-0.1
- COC(=O)c1sc(-c2ccccc2)cc1NC(=O)c1ccc(S(=O)(=O)N2CCCCC2)cc1
  -9	-9	-0.9	0.9
- CCCCCCC(C)OC(=O)Nc1ccc(C)cc1 (stereo not given)
  -5	12	0.2	0.1
- CC(=O)Nc1ccc(CN2CCCN(C)CC2)cc1
  6	27	-0.6	0.2
- CCCC(=O)Nc1nnc(SCC(=O)NC2CC2)s1
  -7	-9	2.2	-0.1
- C=CCN1C(=O)/C(=C/c2ccccc2OCC(=O)OCC)C(=O)NC1=S
  6	8	-0.8	-0.1

Next records follow.
Under each structure: TEAD-YAP inh	MITF inh	GPR151 activ	FBW7 act
- Cc1cc(C)n(-c2cc(N3CCN(S(=O)(=O)c4cc(F)ccc4C)CC3)nc(C)n2)n1
  0	-1	0.7	-0.1
- COc1ccc(Cl)cc1NC(=O)Cc1noc2ccccc12
  -5	1	3.9	0.0
- O=C(NC12CC3CC(CC(C3)C1)C2)c1cnn2c(C(F)(F)F)cc(-c3ccccc3)nc12
  2	6	2.8	0.6
- CN=C(Nc1cccnc1)c1ccccc1
  3	5	-0.8	-0.3
- Cc1n[nH]c(C)c1SCC(=O)OCc1c(Cl)cccc1Cl
  -4	14	-1.8	0.3
- COc1ccccc1CC(=O)N1CCOc2ccc(C(O)C(C)C)cc2C1 (stereo not given)
  -8	-1	-1.2	0.0
- CCCNc1ccnc(-c2ccc(C(=O)NC3CC3)cc2)n1
  -12	3	-0.6	-0.2
- C=CCNC(=O)C12CC3CCC1(C)C3(C)CO2 (stereo not given)
  -6	-14	0.2	0.6
- CN(C)S(=O)(=O)N1CCN(Cc2nnnn2-c2cccc(F)c2)CC1
  2	-5	-0.9	0.7
- CCOc1ccc(-n2c(=O)[nH]c3sc4c(c3c2=O)CCC4)cc1
  4	5	1.7	0.0
- CCC(C)c1ccc(NC(=S)NN2CCOCC2)cc1 (stereo not given)
  -53	21	23*	-0.1
- O=C(CCCn1c(SCC(=O)c2ccccc2)nc2ccccc2c1=O)NCc1ccccc1Cl
  11	12	1.0	0.2
- CCNS(=O)(=O)c1ccc(NC(=O)Nc2ccc(C(C)=O)cc2)cc1
  3	-2	1.5	0.1
- O=c1c(Cl)c(N2CCN(c3ccc([N+](=O)[O-])cc3)CC2)cnn1-c1ccccc1
  -3	-6	1.6	-0.3
- CCOc1cc(C(=O)NCc2nnc(SCC(=O)N3CCc4ccccc43)n2-c2ccc(F)cc2)cc(OCC)c1OCC
  -4	-7	-0.3	-0.2
- O=C(Nc1ccc(Cl)cc1)C1CC(=O)N(Cc2ccccc2)C1 (stereo not given)
  -7	20	-1.2	1.1
- CCOC(=O)Cn1nnnc1CN(Cc1ccco1)Cc1cc2ccc(C)cc2[nH]c1=O
  6	5	1.7	0.0
- COc1ccc(Nc2nccc(NCCO)n2)cc1
  .	1	1.1	.
- COc1ccc(CNC(=O)C(=O)NC(C)C(c2cccs2)N2CCOCC2)cc1 (stereo not given)
  0	-6	1.3	-0.2
- Cc1onc(-c2ccccc2Cl)c1C(=O)Nc1ccc(Cc2ccncc2)cc1
  4	1	-1.3	-0.1
- COc1ccc(CCNC(=O)c2cc(N3CCCC3CO)nc3ccccc23)cc1 (stereo not given)
  -11	-2	-0.2	-0.1
- COc1ccccc1NC(=O)c1cc([N+](=O)[O-])ccc1NCCN1C(=O)CCC1=O
  0	-1	-1.2	0.0
- COC(=O)c1cc(CNC(=O)c2cc(C)nn2C)cc(NC(=O)C2CCCCC2)c1
  1	-3	-0.5	0.1
- Cc1ccc(NC(=O)CN2C(=O)OC(C)(C)C2(C)O)cc1 (stereo not given)
  -5	4	-1.1	-0.1
- Cc1ccccc1NC(=O)Cn1cc(S(=O)(=O)c2ccccc2)c(=O)c2ccccc21
  2	-4	0.8	-0.1
- Cc1cccc(Nc2ccncc2S(=O)(=O)NC(=O)NC(C)C)c1
  -3	11&-10	0.7&-0.9	0.0&0.0
- COc1ccc2oc(=O)c(-c3ccc(OC)c(OC)c3)c(C)c2c1
  -1	2	-1.6	1.0
- O=C(c1cccnc1)c1c(N2CCOCC2)[nH]c(=O)c2ccccc12
  2	1	-1.0	0.3
- Cc1c(C(C)NC(=O)Cc2c(Cl)cccc2Cl)cnn1C (stereo not given)
  3	12	2.4	0.0
- c1ccc(-n2cnc3c(NCc4cccnc4)nc(N4CCC(N5CCOCC5)CC4)nc32)cc1
  2	-10	2.2	-0.2

Remaining list, next part
SMILES,TEAD-YAP inh,MITF inh,GPR151 activ,FBW7 act
COc1c(Cl)cc(C(=O)N2CCN(c3ccc([N+](=O)[O-])c(NC(C)C45CC6CC(CC(C6)C4)C5)c3)CC2)cc1Cl (stereo not given),-3,6,0.1,-0.1
CCN(C(=O)CSc1nc2ccsc2c(=O)n1-c1ccccc1)c1cccc(C)c1,-6,14,0.3,0.5
COc1ncc(-c2cnn3c(NCc4cccs4)ccnc23)c(OC)n1,-17,-20,0.6,-0.3
O=C(c1cc2c(=O)oc3ccccc3c2s1)N1CCN(Cc2ccc3c(c2)OCO3)CC1,-3,-18,1.6,0.0
CCOc1ccc(NC(=O)Cc2c(C(=O)O)[nH]c3ccc(Cl)cc23)cc1,1,-1,1.0,0.2
Cn1c(CNc2ccc(Cl)cc2[N+](=O)[O-])c(C#N)c2ccccc21,-14,-11,2.9,0.2
COc1ccc([N+](=O)[O-])cc1N(CC(=O)N(C)C)S(C)(=O)=O,11,-8,2.6,-0.2
C/C(N)=C(/C#N)C(=O)CSc1n[nH]c(-c2ccccc2)n1,-9,8,-1.7,-0.1
CC(C)c1ccc(NS(=O)(=O)c2cccs2)cc1,-23,2,-0.8,0.5
N#Cc1cccc(NC(=O)CCNC(=O)Cn2ccc3ccccc3c2=O)c1,2,3,0.2,0.0
O=C(CCCn1c(SCC(=O)c2ccc(Cl)c(Cl)c2)nc2ccsc2c1=O)NCCc1ccccc1,-9,3,-1.1,0.1
CCOC(=O)c1c(C)[nH]c(N=Nc2cc(C(=O)OC)cc(C(=O)OC)c2)c1C,-2,-8,0.1,0.2

Profiles, quoted from the list. Order of values: TEAD-YAP inh | MITF inh | GPR151 activ | FBW7 act
COc1ncc(-c2cnn3c(NCc4cccs4)ccnc23)c(OC)n1 reads -17 | -20 | 0.6 | -0.3
C/C(N)=C(/C#N)C(=O)CSc1n[nH]c(-c2ccccc2)n1 reads -9 | 8 | -1.7 | -0.1
Cn1c(CNc2ccc(Cl)cc2[N+](=O)[O-])c(C#N)c2ccccc21 reads -14 | -11 | 2.9 | 0.2

Next part
SMILES,TEAD-YAP inh,MITF inh,GPR151 activ,FBW7 act
CCN(CC)c1nc(SCCOC(=O)Nc2ccccc2)nc(N(CC)CC)n1,10,-3,0.7,0.1
COc1cccc(CN2CCN(Cc3ccc(F)cc3)CC2)c1OC,-10,80*,-0.9,-0.2
COc1ccc(OC)c(S(=O)(=O)NCCc2cn3cccc(C)c3n2)c1,2,-2,-0.1,0.1
O=C1CC(CC(=O)N/N=C/c2ccccc2[N+](=O)[O-])=NN1,-8,1,-1.5,-0.6
N=C1c2ccccc2CN1c1cccc(S(=O)(=O)N2CCCC2)c1,2,-11,-0.2,0.1
O=C(CCCN1C(=O)c2ccccc2C1=O)OCC(=O)c1ccc([N+](=O)[O-])cc1,6,15,1.3,-0.1
CN(CC(=O)NCCC1=CCCCC1)c1nnc(N2CCCC2=O)s1,-5,-1,1.3,0.1
COc1cccc(CNC(=O)CCCCCn2c(=O)[nH]c3ccccc3c2=O)c1,-10,-5,0.6,0.0
COc1ccc(CCNc2nc(Nc3nccc4ccccc34)nc3c2ncn3Cc2ccc(C(F)(F)F)cc2)cc1,6,-5,0.3,0.1
c1ccc(-c2ncc(CN3CCCC(c4ccn[nH]4)C3)s2)cc1 (stereo not given),6,8,0.5,0.0
O=C(CNC(=S)N(Cc1ccccc1)Cc1cccs1)NC1CCCCCC1,1,4,1.0,-0.2
CCSCCC(NC1=CC(=O)CC(C)(C)C1)C(=O)O (stereo not given),-3,2,2.9,0.3

Remaining list, next part.
SMILES,TEAD-YAP inh,MITF inh,GPR151 activ,FBW7 act
O=C(CCc1ccccc1)Nc1ccnn1C1CCN(C(=O)C2CC23CCC3)CC1 (stereo not given),10,5,-0.1,0.0
COc1ccc(C2C(C(=O)Nc3cccc(F)c3)=C(C)NC3=C2C(=O)CCC3)c(OC)c1 (stereo not given),4,14,1.4,0.2
CCOC(=O)/C(Sc1n[nH]c(=O)[nH]c1=O)=C(/C)O,2,-3,0.0,-0.4
O=C(Nc1cccc(-c2nc3ccccc3s2)c1)c1ccc(Br)o1,-31,4,0.8,0.1
Cc1[nH]c2ccc(OC(F)(F)F)cc2c1CCNC(=O)c1cc(F)c(F)cc1Cl,-4,1,0.3,0.0
C/C(CC(=O)Nc1ccccc1C(F)(F)F)=N\NC(=O)c1cnccn1,-25,0,-0.4,0.0
COc1cccc2c1OC1(CCN(C(=O)Cc3cc(OC)c(OC)c(OC)c3)CC1)OC2,2,-2,-0.8,-0.5
O=C(CN1CCC(c2nnc(C3CC3)o2)CC1)NCCc1ccccc1,-17,6,-0.7,0.3
CC1(C)CC(=O)C2=C(C1)N(c1cccc(Cl)c1Cl)C1=C(C(=O)CC(C)(C)C1)C2c1ccc(Cl)cc1,-5,-4,-1.2,0.0
O=C(NC1CC1)c1ccc(CNc2nc(=S)[nH]c3ccccc23)cc1,4,4,1.5,0.0
COc1ccc(OC)c(C2C(C#N)=C(C)NC3=C2C(=O)CC(C)(C)C3)c1 (stereo not given),12,4,0.1,0.1
CCOc1ccccc1NC(=O)CSc1ncc(-c2ccc(OC)cc2)n1C,0,12,-0.3,-0.1
CCCC(=O)Nc1ccc(Nc2nc(C)cc(N(C)C)n2)cc1,10,13,1.0,0.2

2 of the compounds above, as labelled records.
CCOC(=O)/C(Sc1n[nH]c(=O)[nH]c1=O)=C(/C)O
  TEAD-YAP inh: 2
  MITF inh: -3
  GPR151 activ: 0.0
  FBW7 act: -0.4

O=C(Nc1cccc(-c2nc3ccccc3s2)c1)c1ccc(Br)o1
  TEAD-YAP inh: -31
  MITF inh: 4
  GPR151 activ: 0.8
  FBW7 act: 0.1
